High-throughput results from PubChem BioAssay.
GAA glycogen mod – GAA glycogen-cleavage inhibition or activation; Potency, µM (highest dose often 76.4 µM), for the others: at the highest dose activity change, negative = inhibition, most hits filed as inhibitors; recombinant GAA, glycogen substrate, Amplex Red glucose oxidase fluorescence; P10253; 0.38% of 300,000 active;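 note: 0% = full enzyme reaction and -100% = no-enzyme basal signal; the screen sought inhibitors and activators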
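qHTS, 1536-well; enzyme 4 nM final; cpd up to 77 uM; substrate bovine liver glycogen 30 ug; 50 mM citrate/phosphate pH 5.0, 0.01% Tween-20; 37 C, 40 min; Amplex Red detection 45 min RT; Hill fit → AC50.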
HttQ103 aggreg – reduces HttQ103-GFP aggregates in PC12 cells. Potency, µM (doses to about 46.1 µM), for the others: at the top dose activity change, negative = inhibition, actives largely listed as inhibitors. 1.1% of 220,000 active. PC12 HttQ103-GFP aggregates, Acumen cytometry, 40 h; note: % is set by controls: 0 for no effect and ±100 for the full control effect; nearly all actives have a fitted effect of over 60% in size
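Read-out: GFP aggregate count by laser scanning cytometer (488 nm excitation, 500-530 nm emission, 1–25 µm objects >6 SD above background). Cells: PC12, inducible HTTex1-Q103-GFP, 100 nM tebufenozide; compounds titrated.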
GAA inh – inhibitors of human lysosomal alpha-glucosidase; 0.005% of 200,000 active; purified human GAA, 4-MU-alpha-glucoside fluorescence; P10253; Potency, µM (highest dose often 76.9 µM), without a hit: at the highest dose activity change, negative = inhibition, most hits filed as inhibitors; AID 1466;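 note: plate controls were uninhibited enzyme wells for no effect and no-enzyme background for full effect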
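Fluorogenic assay: 4 nM human alpha-glucosidase with 400 uM 4-methylumbelliferyl-alpha-D-pyranoside in 50 mM citrate/phosphate, 0.005% Tween-20, pH 5.0, 20 min at room temperature. Compounds tested up to 77 uM; AC50 from Hill fits.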
IMPase Li inh – membrane-permeable IMPase blocker, potentiated with lithium; CHO-M1 cells, IP1 TR-FRET (IP-One), carbachol + lithium; Potency, µM (series often up to 59.4 µM), for the others: top-dose activity, negative = IMPase inhibition, actives largely listed as inhibitors; 0.35% of 210,000 active;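 note: IP1 builds up when IMPase is blocked and the TR-FRET signal falls; plate controls were basal vehicle for no effect and high inhibitor control for full effect; nearly all actives have a fitted effect of over 50% in size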
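Steps: plate 2000 CHO-M1 cells per well and culture 16–30 h; add compound and lithium; incubate 30 min, 37C; add d2-IP1 tracer and Eu cryptate anti-IP1 antibody in lysis buffer; read after 10 min at room temperature.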
HTT cytoprotect – Huntington cell model cytoprotection by ATP luminescence. PC12 HTT-Q103 induced, cytoprotection, ATP luminescence, 40 h. AID 1471. Potency, µM (doses to about 56.4 µM), for inactives: cytoprotection (ATP increase), most hits filed as activators. 0.14% of 230,000 active;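 note: % of control where 0% means no effect; nearly all actives have a fitted effect of over 45% in size; toxic huntingtin expression switched on by the ecdysone agonist tebufenozide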
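Huntington model: PC12 line, ecdysone-inducible HTTQ103 exon1–GFP, tebufenozide 100 nM. Test articles in a dose series. Endpoint luminescence from cellular ATP.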
RGS12 GoLoco inh – blocks human Gai1 binding to RGS12 GoLoco peptide, red readout | AID 880 | 0.44% of 230,000 active | P63096 | Potency, µM (highest dose often 61.6 µM), for inactives: top-dose activity, negative = inhibition, actives largely listed as inhibitors | Gai1:RGS12 GoLoco peptide FP, rhodamine, 10 min; active = well fitted inhibition curve with a large enough effect, not every such curve was filed as active; inactive = no such curve, though single readings can be large or run the other way; note: % is set by controls: 0 for no effect and ±100 for the full control effect; nearly all actives have a fitted effect of over 30% in size; many of its hits are not listed in these tables
Target sequence (P63096 whole entry, looked up): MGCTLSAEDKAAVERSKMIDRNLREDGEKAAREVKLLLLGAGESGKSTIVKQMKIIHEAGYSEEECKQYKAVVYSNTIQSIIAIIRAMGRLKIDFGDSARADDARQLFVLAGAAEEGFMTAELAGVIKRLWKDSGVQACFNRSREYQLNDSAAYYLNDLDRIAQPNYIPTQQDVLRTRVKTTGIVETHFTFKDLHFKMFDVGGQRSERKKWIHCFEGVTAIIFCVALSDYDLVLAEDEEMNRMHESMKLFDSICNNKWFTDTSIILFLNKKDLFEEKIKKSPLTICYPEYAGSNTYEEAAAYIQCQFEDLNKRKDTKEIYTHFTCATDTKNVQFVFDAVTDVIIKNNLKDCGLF
GAA spleen mod – inhibits or activates alpha-glucosidase in human spleen homogenate. human spleen homogenate, 4-MU-alpha-glucoside fluorescence. Potency, µM (highest dose often 79.9 µM), inactives show at the highest dose activity change, negative = inhibition, most hits filed as inhibitors. 0.006% of 240,000 active. AID 2112;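 note: 0% = enzyme with vehicle and -100% = no enzyme basal signal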
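Enzyme source: human spleen homogenate, 1 ug/well. Buffer 50 mM citric acid/K phosphate pH 5.0, 0.01% Tween-20. 4-MU-alpha-glucoside 1 mM; 37 C x 40 min; NaOH/glycine stop; fluorescence.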
Starred values were filed as active, the others as inactive; ? = inconclusive; nt = not tested or not shown; [ ] = another dose, or the depositor's remark. Unless noted, calls come from the whole dose curve; as a rule, active = well fitted curve in the direction sought with a large enough effect; inconclusive = small, poorly fitted or top-dose-only effect, or another doubt; inactive = no such curve, though single readings can be large; an effect the other way counts as inactive or inconclusive. Potency is the fitted concentration of half-maximal effect.

Order of values: GAA glycogen mod | HttQ103 aggreg | GAA inh | IMPase Li inh | HTT cytoprotect | RGS12 GoLoco inh | GAA spleen mod
> CCCCN1C(=O)/C(=C/C=C2\SCCN2C)SC1=S
→ -12.1% | ? | -7.6% | 31.0%[activator] | -36.6%[inhibitor] | 57.8%[activator] | nt
> O=C(O)CCSc1nc2ccccc2s1
→ 3.4% | 4.9% | -4.7%[15.4 µM] | 16.7%[38.3 µM] | 9.4% | 6.4% | -3.8%
> Cc1ccc(-n2c(SCC(=O)N3CCOCC3)nnc2-c2ccncc2)cc1C
→ -1.7% | 5.4%[9.22 µM] | nt | nt | 27.7%[10 µM] | 5.1% | -3.7%
> CCOC(=O)c1[nH]c(C)c(C(=O)O)c1C
→ 3.1% | -6.4%[9.22 µM] | -11.5% | 20.6%[38.3 µM] | 3.4% | -3.4% | -6.4%
> CC(=O)c1cc(C)ccc1OC(=O)c1cccc2nc(C)oc12
→ -7.5% | -10.3% | -5.4% | 23.9%[38.3 µM] | -12.3%[10 µM] | 9.1% | -0.7%
> Nc1nnn(CC(=O)N/N=C/C=C/c2ccccc2)n1
→ -6.9% | -3.3%[9.22 µM] | nt | nt | 0.6%[10 µM] | 3.8% | 8.5%
> COc1cccc(N/C(SC)=C(/C#N)C(=O)NCc2cccs2)c1
→ -5.3% | -18.0% | -12.3% | 0.1% | -24.7% | 8.5% | -2.0%
> CCCCNC(=S)N(C)/N=C/c1ccc(OCC(=O)Nc2ccc(OC)cc2)c(OC)c1
→ -9.5% | 8.7% | -12.0% | 9.7% | -26.1%[10 µM] | 7.4% | 4.7%
> CC(C)c1ccc(C(=O)NCCCc2ccccc2)cc1
→ -8.9% | -30.2% | -3.9% | 27.6%[38.3 µM] | -35.4%[inhibitor][10 µM] | 3.0% | -8.8%
> CS(=O)(=O)N1CCC(Oc2ccccc2C(=O)NC2CCCCCC2)CC1
→ 17.3% | 5.8%[9.22 µM] | 6.5% | 11.0% | 19.8%[10 µM] | 1.9% | 7.0%
> COc1ccc(NC(=O)Nc2ccc(Cc3ccncc3)cc2)c(OC)c1
→ 1.3% | -19.9% | -1.4% | 7.3% | 0.2%[10 µM] | -7.1% | -1.7%
> Clc1ccc(-c2csc(N3CCc4ccccc4C3)n2)cc1
→ -5.2% | 7.3% | -1.3% | nt | -3.6% | nt | -5.5%
> N#Cc1nc(-c2ccc(Cl)cc2)oc1NCc1ccco1
→ -8.2% | -10.4% | 1.0% | 0.1%[38.3 µM] | -1.0% | 6.2% | 3.4%
> COc1ccc(Cl)cc1C(=O)NNC(=O)C1COc2ccccc2O1 (configuration not stated)
→ -15.3% | -26.3% | -7.6% | -0.8% | -55.6%[inhibitor] | 8.2% | -6.2%
> O=C1CC(C(=O)Nc2ccc(F)cc2)S/C(=N\N=C\c2ccco2)N1 (configuration not stated)
→ 4.3% | -0.4% | 1.8% | -6.2% | 43.2%[10 µM] | 1.2% | -7.2%
> CNC(=O)NNC(=O)c1nc(-c2ccccc2)c(C)o1
→ -14.1% | -9.1%[9.22 µM] | nt | nt | 2.7%[10 µM] | -19.5% | 0.5%
> O=C(NCc1cccnc1)c1ccc2c(c1)N(Cc1ccccc1)CCS2
→ -3.4% | -6.6%[9.22 µM] | -1.5%[15.4 µM] | nt | -15.1%[10 µM] | -2.0% | 10.5%
> CC(C)CN1C(=O)NC(NC(=O)c2ccco2)(C(F)(F)F)C1=O (configuration not stated)
→ -4.9% | -2.0% | 8.1% | -6.7%[38.3 µM] | 15.8% | -13.4% | -0.5%
> CCN(CC)CC(=O)Nc1ccc(-c2ccc(NC(=O)CN(CC)CC)c(OC)c2)cc1OC
→ -7.4% | -12.7% | -2.3% | 7.8% | -12.7% | 4.4% | -16.6%
> O=S(=O)(CCN1CCN(c2ccccn2)CC1)c1ccc(F)cc1
→ 4.0% | 1.9%[9.22 µM] | nt | nt | 15.7%[10 µM] | 7.9% | -1.6%
> O=C(N/N=C/c1cccc([N+](=O)[O-])c1)c1ccccc1-n1cccc1
→ 5.6% | -10.4% | -4.0% | -8.5% | -19.1% | -4.2% | 5.3%
> Cc1ccc(-n2nnc3c(SCC(=O)NCc4ccco4)ncnc32)cc1
→ -6.0% | ? | 1.2% | 4.6% | 28.5%[10 µM] | -0.6% | -3.5%
> CC12CCC(C(=O)NCCCn3ccnc3)(OC1=O)C2(C)C (configuration not stated)
→ 4.7% | 11.9% | -1.7% | 10.1%[38.3 µM] | -33.5%[1.9 µM] | 2.6% | -14.5%
> COc1ccc([N+](=O)[O-])cc1NS(=O)(=O)c1cccc(C(=O)O)c1
→ 6.1% | -8.3%[9.22 µM] | nt | nt | -0.3%[10 µM] | 4.1% | -5.8%
> CN=c1scc(-c2c[nH]c3ccccc23)n1C
→ -13.5% | 15.2% | 0.3% | 3.4% | nt | 3.6% | 9.9%
> COc1ccc(S(=O)(=O)N2CCCC(C(=O)NC3CCCCC3)C2)cc1 (configuration not stated)
→ 8.8% | -20.9% | -12.5% | 29.1%[38.3 µM] | -7.2%[10 µM] | -16.0% | -2.1%
> Cc1ccc(-n2c(C)cc(C=C3C(=O)CC(C)(C)CC3=O)c2C)cc1
→ -3.2% | -0.9% | 0.9% | -6.4% | nt | -1.8% | 0.5%
> CN(C)/C=N/c1ncc(C(=O)c2ccc3ccccc3c2)s1
→ 4.6% | -14.5% | 0.6% | ? | -12.0% | 3.1% | -17.3%
> CC/C(C)=N/O
→ nt | nt | nt | 4.9% | -51.3%[inhibitor] | 4.6% | 8.8%
> CC(=O)c1cnn(-c2nc3c(C)cccc3s2)c1C
→ 7.0% | -0.8% | 1.2% | -1.8%[38.3 µM] | 12.5% | 12.8% | -10.9%
> O=C(O)CC1S/C(=N\N=C2CCCCCCC2)N(c2ccccc2)C1=O (configuration not stated)
→ 9.5% | 23.1% | 6.8% | 2.6% | -1.5% | 5.0% | 0.0%
> CCOC(=O)c1csc(NC(C)=O)n1
→ 3.1% | 2.0% | -4.3% | -8.5% | -5.6% | 0.4% | -0.7%
> Cc1[nH]c2ccccc2c1/C=N/NC(=O)CNC(=O)c1ccc2c(c1)OCCO2
→ -18.3% | -33.9%[9.22 µM] | nt | nt | -5.7%[10 µM] | 1.4% | 1.0%
> O=C(NOC(=O)c1ccccc1Cl)c1cccs1
→ -3.0% | 19.5% | -1.5% | 11.8%[38.3 µM] | 16.9% | -6.5% | -2.9%
> Cc1ccccc1-n1nnnc1SC1CCOC1=O (configuration not stated)
→ -3.8% | 4.2% | 4.7% | -5.7%[38.3 µM] | 15.8%[10 µM] | 7.2% | -0.3%
> Cc1cc(C(=O)COC(=O)c2cc(O)c3ccccc3c2O)c(C)n1CC1CCCO1 (configuration not stated)
→ -23.4% | -17.3% | 4.5% | 10.4% | -121.6%[inhibitor] | -7.9% | 4.7%
> COCC(C)NC(=O)c1cccc([N+](=O)[O-])c1 (configuration not stated)
→ 10.9% | -3.9%[9.22 µM] | -11.7% | -9.8% | -3.0%[10 µM] | 2.2% | 0.8%
> COn1c(SC(C)C)nc2ccccc2c1=O
→ 2.6% | 5.9% | -3.3% | -1.9%[38.3 µM] | -8.2% | 18.2% | 7.2%
> O=C(COc1ccccc1)Nc1ccc(CN2CCCCC2)cc1
→ 8.6% | -11.1% | ? | 9.8% | -29.5% | 7.3% | -2.1%
> CC(NS(=O)(=O)c1cccc(Cl)c1)C(=O)N(C)C1CCN(C)CC1 (configuration not stated)
→ 22.3% | ? | 3.6% | 8.0% | -18.1% | -6.4% | 3.1%
> Cc1onc(-c2c(Cl)cccc2Cl)c1NC(=O)NC1CCSC1 (configuration not stated)
→ 4.8% | 11.9%[9.22 µM] | nt | nt | 30.1%[10 µM] | 12.5% | -16.0%
> O=C(NCCCn1ccnc1)C(=O)NCC(c1ccco1)N1CCN(c2ccccc2)CC1 (configuration not stated)
→ -1.2% | -13.5% | -4.1% | -0.8% | -26.8% | 0.1% | nt
> O=C(O)C1CCN(C(=O)c2csc(-c3ccc4c(c3)CCO4)n2)CC1
→ 5.1% | -1.8%[9.22 µM] | -8.7% | nt | -11.8%[10 µM] | 10.9% | 2.2%
> CN(CC(=O)O)Cc1nc2ccccc2[nH]1
→ 8.0% | 5.8% | 2.8% | 13.5%[38.3 µM] | -6.8% | 10.0% | -7.1%
> CC1C/C(=N\Nc2ccc(S(N)(=O)=O)cc2[N+](=O)[O-])CC(C)(C)C1 (configuration not stated)
→ 4.6% | 0.4% | 2.0% | 20.8% | 7.9%[0.074 µM] | 6.7% | -4.2%
> CC1COc2ccccc2N1C(=O)c1cccnc1Cl (configuration not stated)
→ -1.6% | 18.2% | 5.8% | 0.9% | -35.7% | 3.8% | -2.2%
> CCc1c2c(nc3ccc(OC)cc13)COC2
→ nt | nt | nt | 4.1% | -55.9%[inhibitor] | -9.4% | 2.0%
> CC(=O)N1C(O)CC(C)N1c1ccccc1 (configuration not stated)
→ 2.8% | 9.8% | 4.0% | -2.0% | 0.7%[10 µM] | 11.7% | 1.5%
> CCOC(=O)c1cc(NC(=O)OC)c(C)nc1C
→ 0.2% | -9.8% | -6.9% | 14.5%[38.3 µM] | 15.4% | 1.3% | -15.9%
> CC(c1nccs1)N(C)C(=O)CCc1nnc(Cc2c[nH]c3ccccc23)o1 (configuration not stated)
→ 7.1% | 10.7%[9.22 µM] | 4.9% | 1.5% | 3.4%[10 µM] | 24.5% | 0.7%
> O=C1OC(c2ccccc2)c2ccc3ccccc3c21 (configuration not stated)
→ -2.2% | -21.1% | -3.2% | 1.7% | nt | -2.7% | 3.4%
> CCNC(=O)c1ccccc1NC(=O)c1cccc(S(=O)(=O)N2CCOCC2)c1
→ 0.7% | -4.3% | -12.7% | -1.4% | nt | -4.0% | 1.4%
> O=C(Nc1ccc2c(c1)OCO2)c1cnn2cccnc12
→ 9.0% | -3.3% | 2.3% | 16.2%[38.3 µM] | -36.0% | 4.3% | 10.6%
> CSCC(NS(=O)(=O)c1ccc(C)cc1)C(=O)O (configuration not stated)
→ -3.4% | 10.1%[9.22 µM] | -0.4% | -6.4% | 14.6%[10 µM] | -12.2% | 3.8%

Shown in markdown: entries from further up.
| Compound | GAA glycogen mod | HttQ103 aggreg | GAA inh | IMPase Li inh | HTT cytoprotect | RGS12 GoLoco inh | GAA spleen mod |
| --- | --- | --- | --- | --- | --- | --- | --- |
| COn1c(SC(C)C)nc2ccccc2c1=O | 2.6% | 5.9% | -3.3% | -1.9%[38.3 µM] | -8.2% | 18.2% | 7.2% |
| O=C(COc1ccccc1)Nc1ccc(CN2CCCCC2)cc1 | 8.6% | -11.1% | ? | 9.8% | -29.5% | 7.3% | -2.1% |

An excerpt; count on the stated rates, not on these rows.
